GPR55 LPI antagonism = GPR55 antagonists blocking LPI-driven arrestin recruitment, primary screen, imaging, U2OS, beta-arrestin-GFP, LPI agonist (AID 2013) | one-dose inhibition, % at 10 µM; IC50 in µM for titrated hits | U2OS GPR55 beta-arrestin-GFP translocation imaging, LPI antagonism; higher % means a stronger effect | 290,000 tested, 0.13% active;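 active means spots per cell inhibited over 60%, with over 100 cells counted and total cytoplasm intensity under 500,000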;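 further: U2OS cells stably carrying GPR55 and arrestin-GFP stimulated by 5 µM LPI near EC80; imaged beta-arrestin-GFP aggregate spots per cell after agonist stimulation; plate controls were LPI-stimulated DMSO wells for no effect and DMSO wells without LPI for full effect; some results filed as inactive read as strong as hits; confirmed hits need IC50 under 10 µM and bright autofluorescent wells are also inconclusive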
GPR35 arrestin U2OS = GPR35 antagonists blocking zaprinast-driven arrestin recruitment, primary screen, imaging, U2OS, beta-arrestin-GFP, zaprinast agonist (AID 2058); G-protein coupled receptor 35 (Homo sapiens); U2OS GPR35 beta-arrestin-GFP translocation imaging, zaprinast antagonism; higher % means a stronger effect; inhibition, % at 10 µM; hits with a dose series show IC50 in µM; 290,000 tested, 0.052% active;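 active means inhibition of at least 50% with at least 30 cells and total cytoplasm GFP at most 10,000,000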
GPR55 activation = GPR55 agonists via beta-arrestin recruitment, primary screen, imaging, U2OS cells, beta-arrestin-GFP redistribution (AID 1961) | G-protein coupled receptor 55 (Homo sapiens) | U2OS GPR55 beta-arrestin-GFP redistribution imaging; higher % means a stronger effect | activation, % at 10 µM; hits with a dose series show EC50 in µM | 290,000 tested, 0.048% active;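 active means activation above 40% with more than 50 cells counted in the well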;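 further: U2OS osteosarcoma cells stably expressing GPR55 and beta-arrestin-GFP; plate controls were DMSO negative control for no effect and LPI positive control for full effect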
T cell modulator = modulators of CD8 T cell-vesicle binding, primary screen, mouse 2C CD8+ T cells, flow cytometry; 2C CD8+ T cell-vesicle binding; stronger effect = lower value; calls only at 7 µM; 330,000 tested, 0.068% active; AID 2052, 2009;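 active means response, share of CD8 T cells binding vesicles, and their 90th percentile fluorescence all below set limits, cut at about 80% in these data, passing the limit was not always enough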
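Incubation: binding step 1.5 h, 37 °C, antibody labelling 20 min, ice; system: murine 2C transgenic CD8+ T lymphocytes; technique: cytometric PE anti-B7-1 and Alexa647 anti-CD8 signals after 1% paraformaldehyde fixation; also added: QL9-charged Drosophila Ld/ICAM-1/B7-1 vesicles; control set: naked versus QL9-loaded vesicles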
KOR beta-arrestin-1 = KOR agonists, beta-arrestin recruitment, primary screen, cell-based, luminescence, uHTS (AID 1777). 280,000 tested, 0.02% active. Kappa-type opioid receptor (Homo sapiens). activation, % at 10 µM, or EC50 in µM where a hit was titrated. KOR beta-arrestin recruitment, luminescence; higher % means a stronger effect; in the data active means activation above about 50%, passing the limit was not always enough; further: a part of the inactive calls stands beside numbers as strong as those of hits
KOR beta-arrestin-2 = KOR antagonists, beta-arrestin recruitment, cell-based, luminescence, uHTS (AID 1778); KOR beta-arrestin recruitment, luminescence, antagonist mode; higher % means a stronger effect; inhibition, % at 10 µM; hits with a dose series show IC50 in µM; 290,000 tested, 0.091% active; in the data active means inhibition above about 50%; further: strong numbers were not always called active
West Nile antiviral = West Nile virus antiviral activity, cell-based, CPE readout (AID 1621) | West Nile virus-infected cells, CPE inhibition; higher % means a stronger effect | one-dose CPE inhibition, % at 10 µM; IC50 in µM for titrated hits | 290,000 tested, 0.02% active; in the data active means a potency from the dose series; further: strong numbers were not always called active
NTR1 agonist = agonists of NTR1, primary screen, imaging, U2OS cells, beta-arrestin-GFP, high content (AID 493036); 330,000 tested, 0.17% active; Neurotensin receptor type 1 (Homo sapiens), P30989; NTR1-U2OS beta-arrestin-GFP spot imaging, agonist mode; activation, % at 20 µM;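 active means activation at or above 40% of the spot to cytoplasm intensity ratio, with at least 20 cells analyzed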;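 further: 0% = DMSO without peptide and 100% = 100 nM NTR1 peptide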
Target sequence (P30989 whole entry, looked up): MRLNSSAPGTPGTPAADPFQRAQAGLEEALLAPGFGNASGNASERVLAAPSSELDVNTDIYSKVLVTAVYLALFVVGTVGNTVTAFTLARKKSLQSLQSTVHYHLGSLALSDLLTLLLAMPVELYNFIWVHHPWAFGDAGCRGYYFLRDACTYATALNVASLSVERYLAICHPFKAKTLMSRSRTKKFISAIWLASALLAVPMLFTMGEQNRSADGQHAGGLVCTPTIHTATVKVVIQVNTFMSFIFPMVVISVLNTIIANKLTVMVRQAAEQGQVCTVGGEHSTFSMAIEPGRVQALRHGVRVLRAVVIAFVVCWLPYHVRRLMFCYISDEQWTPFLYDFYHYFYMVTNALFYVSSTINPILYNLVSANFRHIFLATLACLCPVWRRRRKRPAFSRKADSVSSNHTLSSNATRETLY
PhoP inhibition = inhibitors of PhoP regulon expression, primary screen, Salmonella Typhimurium, GFP reporter (AID 1863) | S. Typhimurium PhoP-regulated promoter GFP reporter, 4 h; higher % means a stronger effect | inhibition, % at 50 µM, or IC50 in µM where a hit was titrated | 300,000 tested, 0.16% active;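 active means inhibition over 29.93%, a cutoff 3 SD above the screen mean, later confirmed by dose response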;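 further: 0% = low Mg2+ inducing control and 100% = high Mg2+ repressing control; strong numbers were not always called active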
T cell modulator vesicle-bound % = also measured in T cell modulator; calls as there; double positive events, %; measured here: CD8+ vesicle-bound cell fraction;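 binding gate set so that unloaded-vesicle control wells show 10% double positive cells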
NTR1 agonist cell count 20 µM = also measured in NTR1 agonist; calls as there; cell count; measured here: cell count, cytotoxicity flag
Active calls of the source: *; i = inactive; . = no result given; [ ] = remark or other dose.

The opening 4 records, ahead of the listing:
SMILES | GPR55 LPI antagonism | GPR35 arrestin U2OS | GPR55 activation | T cell modulator | T cell modulator vesicle-bound % | KOR beta-arrestin-1 | KOR beta-arrestin-2 | West Nile antiviral | NTR1 agonist | NTR1 agonist cell count 20 µM | PhoP inhibition
Cc1cc(C)c(NC(=O)COC(=O)Cc2ccsc2)c(C)c1 | 14% | 10% | -0.4% | i | 58 | 6.2% | -33% | -0.6% | -1.6 | 92 | 4%
Cc1nonc1NC(=O)OC1CCCCC1 | 14% | 4% | -0.1% | i | 54 | -0.3% | 16% | 0.7% | 0.9 | 37 | 12%
O=C1c2cccnc2C(=O)N1Cc1ccc(S(=O)(=O)NCc2ccco2)cc1 | -11% | 15% | -0.2% | i | 20 | 1.7% | -42% | 0.2% | 1.2 | 65 | -4%
COc1cc(C(=O)Nc2ccc(C(N)=O)cc2)c([N+](=O)[O-])cc1OC | -12% | 3% | 1.1% | i | 48 | 3.4% | -46% | 0.3% | -0.5 | 97 | 3%

Main list (from the top)
SMILES | GPR55 LPI antagonism | GPR35 arrestin U2OS | GPR55 activation | T cell modulator | T cell modulator vesicle-bound % | KOR beta-arrestin-1 | KOR beta-arrestin-2 | West Nile antiviral | NTR1 agonist | NTR1 agonist cell count 20 µM | PhoP inhibition
Cc1cc(C)c(NC(=O)COC(=O)Cc2ccsc2)c(C)c1 | 14% | 10% | -0.4% | i | 58 | 6.2% | -33% | -0.6% | -1.6 | 92 | 4%
Cc1nonc1NC(=O)OC1CCCCC1 | 14% | 4% | -0.1% | i | 54 | -0.3% | 16% | 0.7% | 0.9 | 37 | 12%
O=C1c2cccnc2C(=O)N1Cc1ccc(S(=O)(=O)NCc2ccco2)cc1 | -11% | 15% | -0.2% | i | 20 | 1.7% | -42% | 0.2% | 1.2 | 65 | -4%
COc1cc(C(=O)Nc2ccc(C(N)=O)cc2)c([N+](=O)[O-])cc1OC | -12% | 3% | 1.1% | i | 48 | 3.4% | -46% | 0.3% | -0.5 | 97 | 3%
CCOC(=O)c1sc(NC(=O)c2ccoc2C)c(C(N)=O)c1C | 4% | -4% | -0.1% | i | 31 | 2.2% | -14% | -0.9% | 1.8 | 49 | 10%
CC1=C(C#N)C(NC(=O)c2ccc(Cl)cc2)(C(F)(F)F)C(=O)N1 (stereo unspecified) | 7% | -7% | -0.1% | i | 50 | 0.4% | 6% | -0.7% | 0.7 | 61 | -7%
C/C=C(\C)CN1CCC(n2nccc2NC(=O)c2ccc(OC)cc2)CC1 | -23% | 14% | 0.3% | i | 13 | 5.3% | -23% | -0.3% | -0.3 | 46 | 0%
Cc1ccc(C2NC(=O)NC(O)(C(F)(F)F)C2C(=O)c2ccccc2)o1 (stereo unspecified) | -16% | 8% | 0.5% | i | 54 | 4.9% | -10% | 0.5% | 1.4 | 57 | -2%
COc1cc(/C=N/NC(=O)CCN2CCN(C)CC2)cc2c1OCO2 | 9% | 0% | 0.9% | i | 60 | -0.8% | -2% | 0.0% | 1.0 | 73 | -4%
Cc1cc(O)c(C(=O)/C=C/c2ccc(C(C)C)cc2)c(=O)o1 | 3% | -1% | 0.4% | i | 34 | -2.3% | -5% | 0.1% | 3.3 | 64 | 8%
CSCCC(NC(=O)c1ccc([N+](=O)[O-])cc1Cl)C(=O)OC1CCCCC1=O (stereo unspecified) | -4% | -9% | -0.1% | i | 62 | 2.6% | -20% | -0.5% | 2.2 | 62 | -2%
O=C(NCc1ccccc1)C(=O)NCC1OCCCN1S(=O)(=O)c1cccs1 (stereo unspecified) | 15% | 0% | 0.3% | i | 6 | -1.1% | 2% | 0.1% | 1.6 | 63 | 4%
O=C1OC(/C(=C\NCc2ccccc2)[N+](=O)[O-])c2ccccc21 (stereo unspecified) | 0% | 3% | -0.3% | i | 68 | -2.0% | 5% | -0.1% | 1.6 | 45 | 18%
CC(C)CCNC(=O)C1CCCCN1S(=O)(=O)c1ccc(F)cc1 (stereo unspecified) | -9% | 3% | 0.8% | i | 44 | 0.6% | 2% | -0.1% | -0.4 | 44 | -8%
Cc1cc(C(=O)COC(=O)Cc2n[nH]c(=O)c3ccccc23)c(C)n1-c1ccc2c(c1)OCCO2 | 16% | 6% | -0.4% | i | 40 | 3.6% | 18% | -0.1% | 0.3 | 50 | 14%
C#CCn1c(O)c(N=NC(=O)CNC(=O)/C=C/c2ccccc2)c2ccccc21 | 9% | 15% | -0.1% | i | 24 | 0.8% | 22% | -1.5% | 6.7 | 62 | -6%
Cc1ccc(N2C(=O)[C@@H]3[C@H](C2=O)C2c4ccccc4C=CN2[C@@H]3C(=O)c2ccco2)c(C)c1 (stereo partly specified) | 7% | 8% | 0.3% | i | 57 | 2.9% | -1% | 0.2% | 2.7 | 45 | .
O=C1CCCN1CCCNS(=O)(=O)c1ccc(Br)cc1 | 3% | 8% | -0.2% | i | 56 | -5.6% | -10%[20 µM] | -0.3% | 0.9 | 39 | 0%
FC(F)(F)c1cnc(Oc2ccccc2-c2nnco2)c(Cl)c1 | -4% | 13% | -0.2% | i | 41 | 5.5% | 0% | -0.3% | -0.4 | 38 | -6%
NC(=O)CNC(=O)c1cccc(Cl)c1 | 9% | 6% | -0.1% | i | 52 | 1.1% | 9% | 0.0% | -1.4 | 48 | 12%
CCCCn1c(=O)c(C(=O)OCC)c(O)c2ccccc21 | -6% | 7% | -0.2% | i | 17 | 14% | 34% | 0.9% | -2.0 | 92 | 14%
COc1cccc(CN2CCc3ccc(NC(=O)CCc4ccc(C)cc4)cc3C2)c1O | 25% | 7% | 2.1% | i | 3 | -0.8% | -19% | -0.8% | 1.6 | 59 | -9%
COc1cc(NC(=O)c2ccccc2)c(OC)cc1NC(C)=O | 22% | -13% | -0.2% | i | 55 | -1.6% | 5% | -0.1% | 1.7 | 94 | -2%
Cc1ccccc1NS(=O)(=O)c1ccc(OCC(=O)N2CCCCC2)cc1 | 9% | -13% | -0.1% | i | 22 | -0.9% | -20% | -1.0% | 0.5 | 61 | 8%
Cc1[nH][nH]c(=O)c1N=Nc1ccccc1C#N | 13% | 0% | 0.1% | i | 17 | -9.0% | 16% | 0.5% | 1.4 | 39 | -3%
COc1cccc(C(=O)Cn2c(=N)n(C)c3ccccc32)c1 | 7% | 11% | 0.0% | i | 51 | 8.2% | 34% | -0.6% | 1.4 | 31 | -6%
O=C1OCc2cccc([N+](=O)[O-])c21 | 16% | 12% | 0.1% | i | 9 | 0.9% | -29% | 0.4% | 5.0 | 81 | -2%
CC(=O)c1ccc(N2CCN(C(=O)c3cc4c(s3)CCCC4)CC2)cc1 | 6% | 6% | -0.1% | i | 60 | -2.8% | -22% | -1.3% | 2.7 | 54 | -3%
O=C(CSc1ncn[nH]1)Nc1cc(S(=O)(=O)N2CCCC2)ccc1Cl | 5% | -7% | -0.4% | i | 53 | 1.4% | -8% | 0.2% | -2.0 | 62 | -5%
O=C(NCc1ccncc1)c1cc2ccccc2nc1Cl | 8% | -12% | 0.4% | i | 31 | -2.9% | 25% | 0.3% | 0.9 | 62 | 5%
c1ccc2oc(-c3[nH]ncc3CN3CCC(N4CCSCC4)CC3)cc2c1 | 6% | -5% | -0.1% | i | 61 | . | 0%[20 µM] | -0.8% | 0.3 | 86 | 14%
C/C(=N/NC(=O)C1CC1(c1ccccc1)c1ccccc1)c1ccco1 (stereo unspecified) | 22% | 0% | -0.2% | i | 38 | 0.8% | 45% | -1.8% | 8.5 | 34 | -6%
Cn1c(SCC(N)=O)nnc1-c1ccc(S(=O)(=O)N2CCCC2)cc1 | -4% | -8% | -0.1% | i | 22 | 0.4% | 38% | -0.1% | 0.1 | 34 | -3%
COC/C=C/C1=CC2=CC(=O)C(C)(OC(=O)c3cnc4ccccc4n3)C(=O)C2=CN1c1cccc(C#N)c1 (stereo unspecified) | . | . | . | i | 17 | . | . | 0.2% | -4.5 | 106 | 16%
Cc1ccc(CNC(=O)C(Cc2ccccc2)NS(=O)(=O)c2cccs2)cc1 (stereo unspecified) | 11% | 6% | -0.1% | i | 10 | 0.9% | 5% | -1.2% | 1.3 | 38 | -6%
C/C(N)=C(/C#N)C(=O)COC(=O)c1ccc(OCC2CCCO2)cc1 (stereo unspecified) | 0% | -5% | 0.9% | i | 7 | -1.6% | -6% | 0.5% | 2.0 | 50 | 10%
CCCn1cnc2c(c1=O)c1nc3ccccc3nc1n2CCC1=CCCCC1 | 21% | -4% | 0.2% | . | . | 0.2% | -2% | -0.1% | . | . | -6%
COc1ccc(OC)c(CNn2c(-c3cccc(C)c3)nc3ccccc3c2=O)c1 | 16% | -5% | 0.0% | i | 32 | -2.3% | -20% | 0.4% | 3.6 | 60 | -2%
CC(C)CNC(=O)C(=O)NCC1OCCCN1S(=O)(=O)c1cccs1 (stereo unspecified) | 12% | 1% | -0.1% | i | 35 | 5.7% | -9% | -0.9% | -0.6 | 50 | -5%
Nc1ccc2nc(SCC(=O)c3ccccc3)sc2c1 | -13% | 23% | -0.1% | i | 55 | -1.7% | 10% | -1.2% | -0.2 | 73 | 5%
CCOC(=O)c1ccc(NC(=O)c2ccc3c(c2)C(=O)N(CC2CCCO2)C3=O)cc1 (stereo unspecified) | 7% | -14% | -0.2% | i | 22 | 3.6% | -24% | -0.7% | 1.0 | 68 | -2%
O=C(c1ccc2c(c1)OCO2)[C@@H]1[C@@H]2C(=O)N(C3CCCCC3)C(=O)[C@@H]2C2c3ccccc3C=CN21 (stereo partly specified) | 2% | 28% | 0.1% | . | . | -4.8% | 35% | 0.2% | . | . | -5%
CCN(CC)Cc1c(C(=O)OC)nnn1-c1nonc1N | 7% | 2% | -0.1% | i | 43 | 2.7% | -6% | 0.1% | 1.3 | 59 | 10%
CCCCCN(C(=O)CCC(=O)OCC(=O)N1C(C)CCCC1C)c1c(N)n(CCCC)c(=O)[nH]c1=O (stereo unspecified) | 11% | -8% | -0.1% | i | 10 | -0.7% | 22% | 0.1% | -0.1 | 63 | 4%
CC(=O)N1c2ccc(S(=O)(=O)NCCC(=O)NCc3ccc(N(C)C)cc3)cc2CC1C (stereo unspecified) | -4% | -4% | -0.3% | i | 8 | -2.7% | -22% | -0.1% | 0.5 | 56 | -1%
